Screening results: PubChem, The Scripps Research Institute Molecular Screening Center
Fam108B counter = mouse Fam108B serine hydrolase inhibitors, primary screen, counter-screen for RBBP9 inhibitor project, biochemical, fluorescence polarization; recombinant Fam108B, FP-Rh probe fluorescence polarization; inhibition, % at 9.51 µM; 0.33% of 300,000 active;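 active = inhibition above the screen mean inhibition plus 3 SD, computed separately per campaign, cut at about 18% in these data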;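 also: inhibitors lower polarization as less probe binds the enzyme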
PAFAH1B3 inh = PAFAH1B3 enzyme inhibitors, primary screen, biochemical, fluorescence polarization, human; Platelet-activating factor acetylhydrolase IB subunit alpha1 (Homo sapiens), Q15102; recombinant PAFAH1B3, FP-rhodamine probe; inhibition, % at 3.39 µM; 0.28% of 340,000 active; AID 492972, 2010;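 active = inhibition above the screen-wide average of all tested compounds plus 3 SD, cut at about 25% in these data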;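 also: 0% = enzyme with DMSO only and 100% = wells lacking PAFAH1B3 protein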
Target sequence (Q15102 whole entry, looked up): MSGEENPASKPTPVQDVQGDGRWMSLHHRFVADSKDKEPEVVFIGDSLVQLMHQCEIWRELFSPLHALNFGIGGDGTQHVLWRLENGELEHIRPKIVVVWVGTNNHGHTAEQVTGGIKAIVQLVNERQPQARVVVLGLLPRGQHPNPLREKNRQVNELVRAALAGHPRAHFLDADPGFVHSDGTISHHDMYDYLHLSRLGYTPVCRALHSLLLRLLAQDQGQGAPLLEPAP
LYPLA1 counter = LYPLA1 inhibitors, primary screen, counter-screen for PME1 inhibitor project, biochemical, fluorescence polarization, FP-Rh probe ABPP. inhibition, % at 5.9 µM. Acyl-protein thioesterase 1 (Homo sapiens), O75608. recombinant LYPLA1. 0.16% of 320,000 active;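 active = inhibition above the mean of all tested compounds plus 3 SD, set per campaign, cut at about 14% in these data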;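 also: inhibitors block serine hydrolase probe labeling of LYPLA1 so polarization falls; 0% = enzyme with DMSO and 100% = wells lacking LYPLA1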
PME-1 inh = PME-1 inhibitors via competitive probe labeling, primary screen, biochemical, fluorescence polarization, FP-Rh probe, HTS; recombinant PME-1; inhibition, % at 5.9 µM; 0.53% of 320,000 active; Protein phosphatase methylesterase 1 (Homo sapiens), Q9Y570;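 active = inhibition above the campaign mean of all compounds plus 3 SD, cut at about 26% in these data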;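 also: competitive labeling of PME-1 active site by serine hydrolase directed probe; 0% = PME-1 with DMSO and 100% = wells lacking PME-1 enzyme; inhibitors block probe labeling so polarization falls and inhibition rises; many of its hits are not listed in these tables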
Target sequence (Q9Y570 whole entry, looked up): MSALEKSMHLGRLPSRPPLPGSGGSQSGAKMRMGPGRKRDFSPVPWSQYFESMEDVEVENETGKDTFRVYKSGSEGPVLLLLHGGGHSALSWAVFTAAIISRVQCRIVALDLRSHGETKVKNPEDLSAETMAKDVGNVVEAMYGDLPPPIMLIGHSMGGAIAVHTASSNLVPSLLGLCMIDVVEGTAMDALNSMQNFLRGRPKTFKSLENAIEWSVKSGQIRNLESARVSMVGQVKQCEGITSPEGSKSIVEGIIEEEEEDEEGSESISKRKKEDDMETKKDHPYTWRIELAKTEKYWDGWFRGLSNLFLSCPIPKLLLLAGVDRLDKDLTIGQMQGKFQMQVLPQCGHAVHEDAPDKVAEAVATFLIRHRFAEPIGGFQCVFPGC
GSTO1 inh = inhibitors of recombinant GSTO1, primary screen, counter-screen for RBBP9 inhibitor project, biochemical, fluorescence polarization | inhibition, % at 5.96 µM | Glutathione S-transferase omega-1 (Homo sapiens), P78417 | activity-based probe fluorescence polarization | 1.1% of 300,000 active;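 active = inhibition above the campaign mean inhibition plus 3 SD, cut at about 35% in these data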;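 also: 0% = GSTO1-1 with DMSO and 100% = wells lacking GSTO1-1 enzyme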
Target sequence (P78417 whole entry, looked up): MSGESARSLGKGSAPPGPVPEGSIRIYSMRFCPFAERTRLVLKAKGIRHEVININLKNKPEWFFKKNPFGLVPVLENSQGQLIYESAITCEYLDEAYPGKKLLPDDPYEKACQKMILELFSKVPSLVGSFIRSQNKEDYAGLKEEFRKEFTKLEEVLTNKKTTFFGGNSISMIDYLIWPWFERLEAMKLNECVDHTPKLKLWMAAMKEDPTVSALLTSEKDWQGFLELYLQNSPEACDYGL
PAFAH2 FP inh = PAFAH2 enzyme inhibitors, primary screen, biochemical, fluorescence polarization, human | recombinant PAFAH2, FP-rhodamine activity probe | inhibition, % at 3.39 µM | 0.99% of 340,000 active;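 active = inhibition above the mean over all tested compounds plus 3 SD, cut at about 30% in these data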;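 also: inhibitors block probe labeling of enzyme so polarization drops; 0% = enzyme with DMSO and 100% = wells lacking PAFAH2 protein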
PAD4 inh = human PAD4 inhibitors, primary screen, biochemical, fluorescence polarization, 1536-well format. AID 485272, 2010. inhibition, % at 6.36 µM. recombinant PAD4, RCA probe fluorescence polarization. 0.41% of 330,000 active. Protein-arginine deiminase type-4 (Homo sapiens), Q9UM07;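 active = percent inhibition above a cutoff equal to the mean of all tested compounds plus 3 SD, cut at about 15% in these data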;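 also: 0% = PAD4 with RCA probe and DMSO and 100% = probe without PAD4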
PAFAH1B2 inh = PAFAH1B2 enzyme inhibitors, primary screen, biochemical, fluorescence polarization, human; Platelet-activating factor acetylhydrolase IB subunit alpha2 (Homo sapiens), P68402; recombinant PAFAH1B2, FP-rhodamine activity probe; inhibition, % at 3.39 µM; 1.2% of 340,000 active; AID 492953, 2010;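 active = inhibition above the mean of all tested compounds plus 3 SD, cut at about 24% in these data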;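 also: 0% = enzyme with DMSO and 100% = wells lacking PAFAH1B2; many of its hits are not listed in these tables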
Target sequence (P68402 whole entry, looked up): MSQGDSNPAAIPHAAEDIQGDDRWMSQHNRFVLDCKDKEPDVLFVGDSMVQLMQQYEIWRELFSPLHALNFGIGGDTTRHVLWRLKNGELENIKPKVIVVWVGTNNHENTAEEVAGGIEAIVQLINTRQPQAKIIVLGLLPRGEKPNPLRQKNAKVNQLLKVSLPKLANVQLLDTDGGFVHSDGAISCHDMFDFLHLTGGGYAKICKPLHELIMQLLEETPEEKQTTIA
pPAFAH FP inh = pPAFAH enzyme inhibitors, primary screen, biochemical, fluorescence polarization, human | Platelet-activating factor acetylhydrolase (Homo sapiens), Q13093 | recombinant pPAFAH, FP-rhodamine probe fluorescence polarization | inhibition, % at 3.39 µM | 1.5% of 330,000 active;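 active = inhibition above the mean inhibition across the screen plus 3 SD, cut at about 25% in these data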;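 also: inhibitors block binding of the rhodamine activity-based probe so polarization drops; 0% = enzyme with DMSO and 100% = wells lacking pPAFAH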
Starred values were filed as active, the others as inactive; . = no result given. Not all compounds are listed. The share of hits here may be higher or lower than overall.

nr	canonical_smiles	Fam108B counter	PAFAH1B3 inh	LYPLA1 counter	PME-1 inh	GSTO1 inh
1	CCOC(=O)CC(NC(=O)c1ccccc1)c1ccc(OC)cc1 (centres undefined)	4	5	-3	-5	16
2	CC(=O)c1ccc(OCCCC(=O)n2nnc3ccccc32)cc1	-3	7	-4	1	13
3	CC1CCCC(NC(=O)COc2ncnc3ccccc23)C1C (centres undefined)	.	10	.	.	.
4	NC(=O)CSCc1nc2ccccc2s1	4	0	-4	-1	5
5	CCOc1ccc(-n2c(SCc3cc(=O)oc4cc(C)c(C(C)C)cc34)nnc2-c2cccnc2)cc1	1	5	6	8	-1
6	CCCCc1ccc(NC(=O)CSc2nc(=O)n(CCCN3CCOCC3)c3c2CCC3)cc1	-1	5	0	1	-15
7	C=CCn1c(N)nc2ccccc21	-1	5	1	1	-3
8	COc1ccc2nc(Nc3nc4cc5c(cc4s3)OCCO5)sc2c1	33*	8	-12	93*	0
9	COc1cccc(N2CCN(C3OC(=O)c4ccccc43)CC2)c1 (centres undefined)	-2	3	4	-1	7
10	C=CCc1cc(/C=C2/NC(=O)NC2=O)cc(OCC)c1O	-2	4	0	-4	3
11	COCCn1c(=NC(=O)c2ccc(S(=O)(=O)N3CCc4ccccc4C3)cc2)sc2cc(S(N)(=O)=O)ccc21	-41	-66	-34	-50	-19
12	COc1ccc2nc(C)[nH]c(=O)c2c1	1	9	4	-4	1

nr	PAFAH2 FP inh	PAD4 inh	PAFAH1B2 inh	pPAFAH FP inh
1	8	0	6	1
2	0	-1	5	-5
3	9	5	3	-8
4	-3	-6	-7	6
5	3	-1	5	8
6	3	-3	2	2
7	0	-2	-1	3
8	-3	-6	9	23
9	1	4	0	2
10	8	0	-1	2
11	-61	-4	-39	-14
12	2	-4	2	0

Continued.
nr	canonical_smiles	Fam108B counter	PAFAH1B3 inh	LYPLA1 counter	PME-1 inh	GSTO1 inh
13	CC(=O)c1ccc(N2CCN(C(=S)Nc3cccc(F)c3)CC2)cc1	6	1	0	0	11
14	COc1ccc2cnn(-c3ccc(C)cc3)c(=O)c2c1OC	-1	8	3	-6	8
15	Cc1ccc(C(C)C)c(O)c1	1	12	2	3	3
16	COc1ccc(-c2nc(CNS(=O)(=O)c3cc(OC)ccc3OC)cs2)cc1	4	6	-3	-4	21
17	CC[C@]12c3[nH]c4cc(-c5ccco5)ccc4c3CCN1C(=O)[C@@H](CC(=O)NCc1ccco1)C[C@@H]2C(=O)N1CCN(C(=O)c2ccco2)CC1	.	2	.	.	.
18	CC(C)(C)NC(=O)C(Cc1ccccc1)NS(=O)(=O)c1cccc2nsnc12 (centres undefined)	3	5	-2	-13	9
19	COCCCn1c(SCC(=O)NC2CCCCC2)nnc1-c1ccco1	1	3	-3	-2	2
20	CCN(CC)S(=O)(=O)c1ccc(C(=O)NCC(c2cccs2)N2CCOCC2)cc1 (centres undefined)	-6	7	-1	4	2
21	Cc1cccc[n+]1CCCCCCCCCC[n+]1ccccc1C	0	11	0	0	9
22	O=C(/C=C/c1ccccc1)NCCS(=O)(=O)N1CCN(c2ccccc2)CC1	-1	6	4	-1	7
23	COCCCn1c(=O)c2sccc2n(Cc2cccc(C)c2)c1=O	1	3	0	3	4
24	O=C(COC(=O)c1c(F)cccc1F)Nc1ccccc1OC(F)F	-1	4	3	2	3

nr	PAFAH2 FP inh	PAD4 inh	PAFAH1B2 inh	pPAFAH FP inh
13	3	-4	1	-1
14	-1	-2	1	-1
15	16	0	3	6
16	4	4	7	-6
17	-8	3	5	6
18	10	3	4	-4
19	12	-2	4	4
20	3	-4	9	1
21	2	-2	2	4
22	1	4	9	4
23	-3	-8	5	2
24	13	0	-3	15

Other records follow.
nr	canonical_smiles	Fam108B counter	PAFAH1B3 inh	LYPLA1 counter	PME-1 inh	GSTO1 inh
25	N/C(=N\OC(=O)COc1cc(Cl)c(Cl)cc1Cl)c1ccncc1	-3	.	1	2	-4
26	COc1ccc(CCNC(=O)C(=O)NCC2OCCN2C(=O)c2ccc(Cl)cc2)cc1OC (centres undefined)	-2	9	2	4	-2
27	CCC(C)(C)NC(=O)C(c1ccc(C)cc1)N(CC1CCCO1)C(=O)CCC(=O)Nc1ccccn1 (centres undefined)	4	-1	0	-3	5
28	Cc1ccccc1C(=O)N1CCc2ccccc2C1	1	7	0	1	4
29	CCOC(=O)/C(N=Nc1ccc(C(=O)O)cc1[N+](=O)[O-])=C(\C)O	-6	7	-1	1	-3
30	Cc1c(/C=N\NC(=O)c2c[nH]c3ccccc23)cnn1C	0	-5	2	-8	-2
31	Cn1c(N)c(C(=O)CSc2nn(-c3ccc(F)cc3)c(=S)s2)c(=O)n(C)c1=O	.	-30	-35	-64	.
32	Cc1c(C(=O)c2ccc(Cl)cc2[N+](=O)[O-])c2ccccn2c1CCC#N	2	-2	-2	1	1
33	O=C(CCCc1ccccc1)Nc1ccnn1C1CCN(Cc2ccc(Cl)cc2)CC1	-1	2	-2	3	5
34	O=C1OC[C@H]2CCCN2C(=O)[C@@H](CC(=O)N(CCO)Cc2ccccc2)C/C=C\CC[C@H]1Cc1ccc(F)cc1	.	4	.	.	.
35	Cc1ccc(-c2noc(CCC(=O)NCCCN3CCN(c4cccc(Cl)c4)CC3)n2)cc1	-1	-1	3	7	-5
36	S=c1nc(-c2csc3c2CCCC3)[nH][nH]1	8	4	2	7	-4

nr	PAFAH2 FP inh	PAD4 inh	PAFAH1B2 inh	pPAFAH FP inh
25	.	-1	.	4
26	-1	-11	0	4
27	-4	1	3	-1
28	1	0	1	-2
29	-1	1	10	2
30	1	-5	1	-1
31	-36	-1	-21	3
32	1	-3	4	1
33	2	1	10	6
34	-9	1	-1	3
35	7	-6	9	2
36	7	1	7	7

3 entries from above, sorted by their value in PME-1 inh, falling:
entry | smiles | PAFAH1B3 inh | PME-1 inh | PAFAH2 FP inh | PAD4 inh | PAFAH1B2 inh | pPAFAH FP inh
33 | O=C(CCCc1ccccc1)Nc1ccnn1C1CCN(Cc2ccc(Cl)cc2)CC1 | 2 | 3 | 2 | 1 | 10 | 6
7 | C=CCn1c(N)nc2ccccc21 | 5 | 1 | 0 | -2 | -1 | 3
10 | C=CCc1cc(/C=C2/NC(=O)NC2=O)cc(OCC)c1O | 4 | -4 | 8 | 0 | -1 | 2

The results go on:
nr	canonical_smiles	Fam108B counter	PAFAH1B3 inh	LYPLA1 counter	PME-1 inh	GSTO1 inh
37	CCOc1ccc(C(CC(=O)O)NC(=O)C2c3ccccc3Oc3ccccc32)cc1 (centres undefined)	-1	5	0	3	0
38	OC1(C#CCN2CCCC2)c2ccccc2-c2ccccc21	0	2	3	-4	18
39	C/C(=N\NC(=O)c1ccccc1)C1C2C=CC(C2)C1(C)C (centres undefined)	4	2	2	-3	0
40	O=C(CSc1ccc2c(c1)OCCO2)NCc1ccccc1	1	3	-3	0	12
41	CCCCC1=CC2=CC(=O)C(C)(OC(=O)CC)C(=O)C2=CN1C1CCCCC1 (centres undefined)	3	14	2	7	22
42	COc1ccc(Cl)cc1NC(=O)CSc1nnc(COc2ccccc2)n1N	-2	6	-3	0	3
43	COc1ccc(Cl)cc1C(=O)N/N=C/c1ccc(N2CCOCC2)cc1	-8	7	-2	-4	1
44	Cc1cc(C)n2nc(SCCCC(=O)c3ccc(F)cc3)nc2n1	0	-1	-5	2	6
45	COc1ccccc1N1CCN(C(=O)c2cccc(N3C(=O)NC4CC3(C)Oc3c(OC)cccc34)c2)CC1 (centres undefined)	6	7	5	-6	-4
46	COC(=O)C1CCN(C(=O)Cc2ccc(C)cc2)CC1	0	1	-1	0	-4
47	CC(C)NC(=O)c1onc(CSc2ccccc2)c1C(=O)O	-1	8	0	-2	-5
48	Cc1ccc(C(=O)N2CCC(C(=O)Nc3cccc([N+](=O)[O-])c3)CC2)cc1	2	7	6	0	0

nr	PAFAH2 FP inh	PAD4 inh	PAFAH1B2 inh	pPAFAH FP inh
37	-1	-4	13	-2
38	5	2	-1	-2
39	-4	-2	3	-1
40	-11	3	4	2
41	-2	-9	5	0
42	3	1	8	0
43	1	0	5	1
44	4	-3	0	7
45	-1	-3	1	2
46	4	0	-2	0
47	3	3	0	-2
48	-3	2	2	4

Continuation.
nr	canonical_smiles	Fam108B counter	PAFAH1B3 inh	LYPLA1 counter	PME-1 inh	GSTO1 inh
49	COc1ccc(C(=O)NCc2nnc(SCC(=O)N3CCc4ccccc43)o2)cc1OC	-2	-1	4	-6	-2
50	O/N=C1/CCSc2ccccc21	4	11	-2	-6	1
51	CN(Cc1nc2ccccc2n1C)S(=O)(=O)c1ccc(Cl)cc1	2	11	0	2	1
52	O=C(Nc1cccc(F)c1)NC1(C(=O)N2CCC(O)CC2)CCCCC1	2	0	5	1	5
53	Cc1cc2oc(=O)cc(-c3ccccc3)c2c(C)c1-c1ccc(OC(F)(F)F)cc1	.	11	.	.	.
54	CCc1cccc(CC)c1NC(=O)c1ccccc1	0	12	2	-1	5
55	COc1cc(C(=O)N[C@H](C(=O)Nc2nnc(C3CC3)s2)C(C)C)cc(OC)c1OC	-1	7	1	-6	-10
56	CCN(Cc1ccccc1)C(=O)COC(=O)c1cc(S(=O)(=O)Nc2ccccc2OC)ccc1O	.	7	.	.	.
57	O=C(NC1CCCCCCC1)C1c2ccccc2C(=O)N1Cc1ccco1 (centres undefined)	-3	-4	-3	-1	-2
58	CC1=NN(C(=O)c2ccco2)C(O)(c2ccccc2)C1 (centres undefined)	3	12	0	2	-1
59	O=C(CSc1nnc(C2CCCCC2)o1)N1CCCCC1	-3	-3	0	-7	-4
60	COc1ccc(N=C2SC(C(=O)N3CCN(c4ccc([N+](=O)[O-])cc4)CC3)CC(=O)N2C)cc1 (centres undefined)	4	0	4	-3	3

nr	PAFAH2 FP inh	PAD4 inh	PAFAH1B2 inh	pPAFAH FP inh
49	8	0	2	0
50	3	2	3	0
51	5	-3	2	4
52	0	2	2	7
53	1	2	6	2
54	6	1	5	0
55	-8	-1	3	3
56	21	-8	32*	6
57	1	5	6	-2
58	-9	6	2	-2
59	-4	-2	-4	5
60	7	2	1	6

Single values from the entries so far.
`CCN(Cc1ccccc1)C(=O)COC(=O)c1cc(S(=O)(=O)Nc2ccccc2OC)ccc1O` in PAFAH1B3 inh has 7
`O=C(Nc1cccc(F)c1)NC1(C(=O)N2CCC(O)CC2)CCCCC1` in pPAFAH FP inh has 7
`COc1ccc(N=C2SC(C(=O)N3CCN(c4ccc([N+](=O)[O-])cc4)CC3)CC(=O)N2C)cc1` (centres undefined) in PME-1 inh has -3
`O/N=C1/CCSc2ccccc21` in PAD4 inh has 2
`Cc1cc2oc(=O)cc(-c3ccccc3)c2c(C)c1-c1ccc(OC(F)(F)F)cc1` in PAFAH1B2 inh has 6
`CN(Cc1nc2ccccc2n1C)S(=O)(=O)c1ccc(Cl)cc1` in PAFAH2 FP inh has 5
